Screens as filed in PubChem.
LYP phosphatase = inhibitors of LYP phosphatase, biochemical, fluorescence intensity, uHTS (AID 1779); one-dose inhibition, % at 11.5 µM; IC50 in µM for titrated hits; hit rate 0.054% among 290,000; recombinant LYP phosphatase, fluorescence intensity; higher % means a stronger effect; Tyrosine-protein phosphatase non-receptor type 22 (Homo sapiens);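 also: plate controls were vehicle with enzyme for no effect and no enzyme for full effect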
HIV fusion peptide = inhibitors of HIV fusion peptide binding, primary screen, biochemical, uHTS, fluorescence dequenching (AID 1986) | cell-free peptide binding, fluorescence dequenching, 30 min; higher % means a stronger effect | inhibition, % at 20 µM; hits with a dose series show IC50 in µM | hit rate 0.3% among 290,000; in the data active = inhibition mostly above about 52%, no sharp cut-off; inactive = mostly below about 76%; also: some results filed as inactive read as strong as hits
NOD2 inhibition = NOD2 signaling inhibitors, cell-based, luminescence, uHTS, HEK293 (AID 1566); HEK293 NOD2/NF-kB luciferase reporter, luminescence; higher % means a stronger effect; inhibition, % at 4 µM, or EC50 in µM where a hit was titrated; hit rate 0.63% among 290,000; also: many of its hits are not listed in these tables
Lipid droplet = inhibitors of hepatocyte lipid droplet formation, primary screen, imaging, high-throughput imaging, BODIPY stain | inhibition, % at 6.5 µM | hit rate 0.4% among 240,000 | AML12 mouse hepatocytes, oleate lipid droplets;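 active = lipid droplet intensity inhibited by at least 50%, with more than 500 cells counted; inconclusive = wells with under 300 cells, treated as cytotoxic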
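Assay system: AML12 mouse liver cells | Compound: 6.5 µM single-point dosing | Schedule: Overnight exposure | Technique: Fluorescence imaging, 20x objective, two fields per well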
XIAP displacement = XIAP antagonists, biochemical, IAP family, fluorescence polarization (AID 1018); E3 ubiquitin-protein ligase XIAP (Homo sapiens); XIAP BIR domain, fluorescence polarization peptide displacement; higher % means a stronger effect; displacement, % at 20 µM; hits with a dose series show IC50 in µM; hit rate 0.007% among 200,000; in the data active = displacement above about 50%; also: a part of the inactive calls stands beside numbers as strong as those of hits
Myeloid diff MLP = induction of myeloid progenitor differentiation, primary screen, cell-based, flow cytometry, MLPCN library. ER-HoxA9 myeloid progenitors, lysozyme-GFP differentiation. calls only at 10 µM. hit rate 1% among 360,000. AID 624256, 2012;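 active = normalized GFP-positive differentiation at or above the plate's own cutoff, the solvent-only control mean plus 3 SD; inconclusive = no clear call, values can overlap the other calls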;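 also: cells exposed to compound for four days before flow analysis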
NS5 inhibitors = Dengue-2 NS5 methyltransferase inhibitors, primary screen, biochemical, confirmation dose response (AID 588689) | hit rate 0.3% among 340,000 | Dengue-2 NS5 methyltransferase capping enzyme assay, biochemical; higher % means a stronger effect | inhibition, % at 25 µM; hits with a dose series show IC50 in µM | Genome polyprotein (Dengue virus type 2 (strain 16681-PDK53)); in the data active = a potency from the dose series; inconclusive = inhibition above about 29% without an active follow-up result
Siah-1 displacement = Siah-1 peptide-binding antagonists, primary screen, biochemical, fluorescence polarization, rhodamine-plectin, uHTS (AID 1817); hit rate 0.02% among 290,000; displacement, % at 20 µM; hits with a dose series show IC50 in µM; E3 ubiquitin-protein ligase SIAH1 (Homo sapiens); Siah-1 / rhodamine-plectin peptide fluorescence polarization; higher % means a stronger effect;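 active = displacement of at least 50% at 20 µM, with a fluorescence ratio check between 0.3 and a set limit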;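 also: plate controls were Siah plus tracer with DMSO for no effect and tracer alone without Siah for full effect; strong numbers were not always called active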
AID2073 = inhibitors of Mint1-CaV2.2 protein interaction, biochemical, HTRF (AID 2073); Voltage-dependent N-type calcium channel subunit alpha-1B (Homo sapiens); HTRF protein-protein interaction, Mint1-CaV2.2; higher % means a stronger effect; one-dose inhibition, % at 20 µM; IC50 in µM for titrated hits; hit rate 0.19% among 290,000; in the data active = inhibition mostly above about 51%, no sharp cut-off; inconclusive = no clear call, values can overlap the other calls; inactive = mostly below about 53%; also: some results filed as inactive read as strong as hits
Lipid droplet cells 6.5 µM = second read-out of Lipid droplet, no call of its own (marks repeat the call); cell count; measured here: cell count, cytotoxicity flag;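 cells counted across two imaged fields per well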
Myeloid diff MLP GFP+ MAC1+ % = also measured in Myeloid diff MLP; calls as there; GFP+ MAC1+ double positive, %; measured here: differentiation confirmed by MAC1 staining
Active calls of the source: *; i = inactive; ? = inconclusive; . = no result given. Rule as the data show it, unless noted: active = inhibition above about 50%; inactive = the rest.

SMILES	LYP phosphatase	HIV fusion peptide	NOD2 inhibition	Lipid droplet	Lipid droplet cells 6.5 µM	XIAP displacement	Myeloid diff MLP	Myeloid diff MLP GFP+ MAC1+ %	NS5 inhibitors	Siah-1 displacement	AID2073
CCC(=O)NC(=S)Nc1ccc(NC(=O)c2ccc(C)c([N+](=O)[O-])c2)cc1	-4%	-3.2%	20%	2	667	-4.1%	i	0.9	-7%	-8%	-5%
CC(C)Sc1cc(N2CCCC2)nc(-c2ccccc2)n1	-2%	-3.0%	-5%	.	.	-5.8%	i	1.4	-5%	1%	2%
CS(=O)(=O)Nc1ccc(OCc2ccccc2)cc1	-3%	0.8%	-41%	.	.	-4.8%	i	0.3	4%	0%	-2%
Cc1ccc(-n2nc3c(c2NC(=O)C(C)(C)C)CS(=O)(=O)C3)cc1	-13%	-0.2%	4%	10	752	.	i	0.6	-4%	15%	-4%
CCN(CC)C(=O)c1ccc(S(=O)(=O)N2CCC(c3nc4ccccc4s3)CC2)cc1	1%	22%	11%	-17	753	1.0%	i	1.5	-1%	0%	-4%
Nc1nc(-c2ccc(Cl)cc2)nn1C(=O)c1ccco1	-1%	0.9%	10%	11	666	0.7%	i	0.9	7%	5%	24%
Cc1ccc(NS(=O)(=O)c2ccc3oc(=O)ccc3c2)cc1Cl	-3%	0.7%	34%	-10	837	.	i	0.9	-4%	8%	-2%
O=C(NC1CCN(Cc2ccccc2)CC1)c1ccccc1OCc1ccccc1Cl	-6%	-1.6%	6%	-19	657	.	i	0.3	3%	-1%	3%
CC(C)Nc1nc(C#N)nc(NC(C)C)n1	-5%	0.6%	1%	.	.	-5.7%	i	1.0	-3%	-4%	2%
NC(=O)c1csc(-c2ccncc2)n1	2%	-0.4%	9%	11	728	1.0%	i	0.7	-5%	6%	4%
N#CCCn1cc(C(=O)Nc2ccc([N+](=O)[O-])cc2)c(-c2cccs2)n1	6%	1.2%	-5%	13	760	-5.5%	i	0.1	-7%	-1%	-8%
CC(=O)Nc1ccc(NC(=O)c2cc(=O)c3cc(C)cc(C)c3o2)cc1	-8%	-0.2%	12%	12	672	.	i	0.8	-8%	1%	10%
Oc1ccc(C=Nc2ccc3ncccc3c2)c(O)c1	6%	-2.3%	-2%	.	.	-13%	.	.	.	26%	?
O=c1c(-c2ccc(Cl)cc2)cnc2n1CCS2	-2%	-1.2%	-13%	16	716	-19%	i	0.2	0%	-3%	-12%
CCCCCc1nnc(NC(=O)Cc2ccc([N+](=O)[O-])cc2)s1	5%	3.8%	-5%	-3	734	-8.1%	i	0.2	-5%	-3%	17%
COc1ccccc1/C=C/c1onc(C)c1S(=O)(=O)N1CCC(C(=O)NC(C)C)CC1	-6%	-0.4%	-1%	-10	819	.	i	6.3	-1%	-3%	7%
CC(NC(=O)COc1cccnc1[N+](=O)[O-])c1ccc(F)cc1 (configuration not stated)	-5%	0.9%	-3%	16	817	.	i	4.0	-7%	6%	0%
COc1ccc(N2C(=O)C(Cl)=C(NCc3ccccc3)C2=O)cc1	0%	0.4%	4%	15	813	-6.8%	i	0.5	-5%	2%	19%
Nc1cnccc1C(=O)O	-10%	31%	0%	14	685	-9.5%	i	0.1	?	22%	-2%
CCc1cc2c(CN3CCN(CC)CC3)cc(=O)oc2cc1O	-8%	0.9%	17%	-4	779	-3.2%	i	0.9	-9%	0%	42%
O=C(N/C(=C\c1ccco1)C(=O)N1CCCC1)c1cccs1	4%	2.7%	10%	-6	628	-0.7%	i	5.6	10%	4%	1%
O=C(COc1ccc(Cl)cc1Br)N1CCN(S(=O)(=O)c2ccccc2)CC1	-6%	1.4%	16%	-13	707	.	i	0.8	-1%	13%	6%
O=C(NCCCN1CCCC1=O)c1ccc(OCc2ccccc2)cc1	-10%	0.3%	4%	20	788	-4.7%	i	0.3	-6%	0%	4%
O=C(COc1ccc(S(=O)(=O)N2CCOCC2)cc1)NCCN1CCOCC1	-9%	0.1%	-4%	-7	803	.	i	0.3	3%	14%	-3%
COc1cc2ccccc2cc1C(=O)N1CCN(C)CC1	-8%	-0.3%	-9%	28	747	0.8%	i	6.9	1%	-1%	-5%
CC(=O)n1cc([C@H]2C=C(C(=O)N3CCN(Cc4ccc5c(c4)OCO5)CC3)O[C@@H](OCc3ccc(CO)cc3)C2)c2ccccc21	1%	0.7%	12%	-2	742	-4.4%	i	4.9	-2%	-1%	22%
CC(=O)c1c(C)oc2ccc(N(C(C)=O)S(=O)(=O)c3ccc(F)cc3C)cc12	-8%	2.7%	.	-7	819	.	i	2.6	-2%	8%	-1%
COc1cc(CCC(=O)OCC(=O)Nc2cccc(S(=O)(=O)N(C)C)c2)cc(OC)c1OC	-5%	2.3%	15%	0	640	-1.5%	i	0.3	-5%	4%	12%
Cc1ccc(NC(=S)N(CCCN2CCOCC2)Cc2ccccn2)cc1Cl	-6%	0.0%	9%	-6	641	-4.8%	i	2.0	2%	-2%	-17%
CC(C)(C)OC(=O)N[C@@H](Cc1ccccc1)[C@H](O)c1ccco1	-12%	-1.1%	-11%	2	668	.	i	0.5	-4%	-4%	1%
CCCCCNC(=O)C(=O)C1C(=O)Nc2ccccc21 (configuration not stated)	-8%	-2.6%	3%	17	644	.	i	0.5	-9%	-1%	1%
CCCN1CC(O)=C(C#N)C1=O	-4%	-0.1%	13%	2	704	-6.9%	i	0.3	-10%	-2%	3%
Cc1ccc2c(c1)C(c1ccccc1)C(=O)O2 (configuration not stated)	-4%	-1.2%	4%	2	721	.	?	.	-3%	0%	-14%
CCOC(=O)C1(CCCc2ccccc2)CCN(C2CCSCC2)CC1	-4%	1.0%	8%	2	713	-12%	i	0.5	.	10%	12%
COCCNC(=O)C(c1ccc(C)o1)N(C(=O)c1snc(C(N)=O)c1N)c1cccc(C)c1 (configuration not stated)	-6%	-0.1%	19%	.	.	-1.5%	i	5.5	-1%	0%	-5%
CN1C2C=C3C(C#N)=C(N)C(C#N)(C#N)[C@@H](c4cccs4)C3C1CC2 (some centres not stated)	-8%	6.8%	-9%	3	775	5.7%	i	0.7	15%	1%	-4%
O=[N+]([O-])c1ccc2c(c1)C(N1CCOCC1)/C(=C/COc1ccc(Cl)cc1Cl)O2 (configuration not stated)	5%	1.3%	-6%	-10	671	-4.1%	i	0.8	1%	5%	4%
CCOC(=O)c1c(S(=O)(=O)N2CCCCCC2)c(C)n(C)c1C	-2%	2.4%	-20%	2	674	.	i	2.2	-8%	-4%	-4%
Cn1c(C(=O)NCc2ccc3c(c2)OCO3)cc2sccc21	-5%	-1.2%	1%	.	.	-1.4%	i	2.6	4%	-3%	-3%
COc1ccc2[nH]c(C(=O)NCCCn3ccnc3)cc2c1	-9%	-3.0%	11%	.	.	.	i	0.4	1%	1%	11%
CC1CCN(S(=O)(=O)c2ccc(C(=O)N3CCN(c4ccccc4F)CC3)cc2)CC1	1%	-0.3%	0%	10	715	-5.7%	i	0.2	2%	1%	2%
Cc1ccc(NC(=O)COC(=O)c2cccnc2)cc1	2%	3.0%	7%	13	735	-5.6%	i	0.6	3%	-1%	9%
Cc1ccc(CNC(=O)Cn2c(=O)n(-c3ccccc3)c(=O)c3sccc32)cc1	0%	8.0%	-13%	-8	668	-2.3%	i	2.2	-12%	0%	18%
COc1ccccc1NC1=CC(=O)CC(c2ccccc2)C1 (configuration not stated)	8%	2.2%	-33%	-76	405	-2.4%	i	1.4	-11%	-1%	6%
C=CCn1c(SCC(=O)Nc2ccc(-c3nc4ccc(C)cc4s3)cc2)nnc1-c1ccccc1	-6%	8.2%	-70%	-20	576	-1.9%	i	2.4	-3%	3%	48%
CCn1c(CC(=O)Nc2ccccc2)nnc1SCC(=O)NC1CCCC1	-9%	2.3%	-3%	-4	723	.	i	0.7	-2%	4%	2%
CCN(Cc1ccccc1)C(=O)Cc1c[nH]c2ccccc12	-3%	-0.6%	-7%	-44	815	.	i	2.3	-14%	0%	-1%
CC(O)CNCCNCc1c(OCc2ccccc2)ccc2ccccc12 (configuration not stated)	-10%	-5.7%	14%	.	.	-2.1%	i	11	-4%	-1%	1%
C=CCc1c(C)nc2cc(-c3ccc(C)cc3)[nH]n2c1=O	-6%	-1.2%	-67%	11	859	.	i	0.3	.	-4%	-7%
COc1cccc(CNC(=O)c2cc(S(=O)(=O)N3CCCCC3)c[nH]2)c1	-10%	-0.5%	18%	0	788	.	i	1.9	-1%	-4%	5%
CCOC(=O)CN1C(=O)CC(c2ccccc2)C1=O (configuration not stated)	-6%	2.7%	8%	-1	808	.	i	0.7	.	10%	5%
COc1cc(CNC(C)c2ccccc2)c(Br)cc1OCC(N)=O (configuration not stated)	-10%	-2.3%	9%	5	811	-0.2%	i	11	-8%	-4%	3%
CS(=O)(=O)N(Cc1ccccc1)c1ccc(C(=O)NCc2ccccc2)cc1	-4%	5.5%	7%	-1	804	-4.7%	i	0.5	0%	1%	0%
COc1ccc(NC(=O)CN2CCCCC2)cc1	-2%	0.1%	-15%	-11	629	-1.0%	i	1.1	-6%	4%	-5%
Cn1c(N)c(C(=O)COC(=O)C2(c3ccc(F)cc3)CCCC2)c(=O)n(C)c1=O	1%	1.0%	9%	0	687	-5.2%	i	1.5	1%	0%	8%

5 compounds out of the list, sorted by SMILES length, smallest number first:
SMILES	LYP phosphatase	HIV fusion peptide	NOD2 inhibition	Lipid droplet	Lipid droplet cells 6.5 µM	XIAP displacement	Myeloid diff MLP	Myeloid diff MLP GFP+ MAC1+ %	NS5 inhibitors	Siah-1 displacement	AID2073
COc1ccc(NC(=O)CN2CCCCC2)cc1	-2%	0.1%	-15%	-11	629	-1.0%	i	1.1	-6%	4%	-5%
COc1cc(CNC(C)c2ccccc2)c(Br)cc1OCC(N)=O (configuration not stated)	-10%	-2.3%	9%	5	811	-0.2%	i	11	-8%	-4%	3%
CCn1c(CC(=O)Nc2ccccc2)nnc1SCC(=O)NC1CCCC1	-9%	2.3%	-3%	-4	723	.	i	0.7	-2%	4%	2%
CS(=O)(=O)N(Cc1ccccc1)c1ccc(C(=O)NCc2ccccc2)cc1	-4%	5.5%	7%	-1	804	-4.7%	i	0.5	0%	1%	0%
COc1cccc(CNC(=O)c2cc(S(=O)(=O)N3CCCCC3)c[nH]2)c1	-10%	-0.5%	18%	0	788	.	i	1.9	-1%	-4%	5%

This is a subset; the hit share may differ from the screen's.
